GSH bead fluor: compound fluoresces at 488/530 nm on GSH beads. AID 1776. GSH beads flow cytometry, compound fluorescence 488/530 nm; hits give high values. fluorescence (KMESF) at 10 µM. 190,000 compounds, 0.25% hits; in the data active means fluorescence above about 89;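 further: glutathione beads carrying GST-tagged Bcl family fusion proteins plus one bare bead set; values are compound well signal with DMSO vehicle wells as background; inactives centre near 16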
Mcl1 Bid PPI: Mcl-1/Bid interaction inhibition | inhibition, % at 21.7 µM | 220,000 compounds, 0.97% hits | AID 1021 | TR-FRET Mcl-1/Bid-Dy647 peptide binding, 1536-well;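 active means compounds that cut the binding signal by more than half at the single screening dose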;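 further: His-tagged Mcl-1 with europium anti-His antibody binding Bid BH3 peptide; 0% = Mcl-1 plus peptide wells and 100% = peptide-only wells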
ABCB1 inh: blocks JC-1 efflux by human ABCB1 transporter; 190,000 compounds, 0.067% hits; CCRF-Adr cells, flow cytometry; inhibition, % at 6.6 µM; in the data active means inhibition above about 40%;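 further: 0% = vehicle and 100% = reference inhibitor; higher value means more JC-1 retained so stronger ABCB1 efflux block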
RGS7-Gao reg: human RGS7-Galphao interaction regulation; P09471; Multiplexed bead flow cytometry, RGS7-Galphao binding; actives lie on both sides; binding response (% of control), % at 10 µM; 220,000 compounds, 0.35% hits; AID 1439; in the data active means binding response below about 49% or above about 150%; inconclusive means no clear call, values can overlap the other calls; inactive means in between;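 further: fluorescent Galphao held in activated GDP-AlF4 state binding bead-coupled RGS7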
Target sequence (P09471 whole entry, looked up): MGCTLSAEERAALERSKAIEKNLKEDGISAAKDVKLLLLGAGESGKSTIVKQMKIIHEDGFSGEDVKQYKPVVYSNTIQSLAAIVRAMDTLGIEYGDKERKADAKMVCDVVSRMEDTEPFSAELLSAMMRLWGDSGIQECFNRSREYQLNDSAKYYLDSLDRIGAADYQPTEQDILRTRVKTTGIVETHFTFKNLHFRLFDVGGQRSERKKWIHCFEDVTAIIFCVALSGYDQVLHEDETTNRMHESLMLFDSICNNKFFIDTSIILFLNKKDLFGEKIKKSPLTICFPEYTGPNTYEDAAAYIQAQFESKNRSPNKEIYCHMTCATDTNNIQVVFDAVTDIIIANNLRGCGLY
Avidin fluor: avidin bead compound fluorescence profile. AID 1775. 220,000 compounds, 0.38% hits. Avidin beads, compound fluorescence 488/530 nm, flow cytometry; hits give high values. fluorescence (KMESF) at 10 µM; in the data active means fluorescence above about 47; further: inactives centre near 10
Pf gamet viab: inhibitors of late stage P. falciparum gametocyte viability; P. falciparum stage V gametocytes, ATP luminescence, 24 h; inhibition, % at 10.9 µM; 150,000 compounds, 0.065% hits; AID 743093;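 active means inhibition above the mean plus 3 SD of compounds within the control limits, set per campaign, cut at about 38% in these data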;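 further: 0% = DMSO wells and 100% = medium only without gametocytes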
Mcl1-Noxa inh: Mcl-1/Noxa interaction inhibition; TR-FRET Mcl-1/Noxa peptide binding, 2 h; inhibition, % at 21.7 µM; 220,000 compounds, 1.5% hits; AID 1022;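 active means compounds that cut the protein-peptide binding signal by more than 50% relative to plate controls in a single-dose test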;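 further: His-tagged Mcl-1 with rhodamine Noxa BH3 peptide and terbium anti-His antibody; 0% = Mcl-1 plus Noxa peptide wells and 100% = peptide-only wells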
RGS8-Gao: regulators of human RGS8-Galphao interaction. P09471. multiplexed bead flow cytometry, RGS8-Galphao binding; actives lie on both sides. response (percent of control binding), % at 10 µM. 220,000 compounds, 0.34% hits. AID 1423; in the data active means response below about 60% or above about 140%; inactive means in between;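 further: Galphao activated as the GDP aluminium fluoride complex binding bead-coupled RGS8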
ABCG2 inh: human ABCG2 inhibition, ABCB1 as counter-screen; IgMXP3 cells, JC-1 efflux, flow cytometry; inhibition, % at 6.6 µM; 190,000 compounds, 0.1% hits; AID 1325;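 active means inhibition above 80%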;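 further: 0% = DMSO and 100% = nicardipine control wells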
Target sequence (Q9UNQ0 whole entry, looked up): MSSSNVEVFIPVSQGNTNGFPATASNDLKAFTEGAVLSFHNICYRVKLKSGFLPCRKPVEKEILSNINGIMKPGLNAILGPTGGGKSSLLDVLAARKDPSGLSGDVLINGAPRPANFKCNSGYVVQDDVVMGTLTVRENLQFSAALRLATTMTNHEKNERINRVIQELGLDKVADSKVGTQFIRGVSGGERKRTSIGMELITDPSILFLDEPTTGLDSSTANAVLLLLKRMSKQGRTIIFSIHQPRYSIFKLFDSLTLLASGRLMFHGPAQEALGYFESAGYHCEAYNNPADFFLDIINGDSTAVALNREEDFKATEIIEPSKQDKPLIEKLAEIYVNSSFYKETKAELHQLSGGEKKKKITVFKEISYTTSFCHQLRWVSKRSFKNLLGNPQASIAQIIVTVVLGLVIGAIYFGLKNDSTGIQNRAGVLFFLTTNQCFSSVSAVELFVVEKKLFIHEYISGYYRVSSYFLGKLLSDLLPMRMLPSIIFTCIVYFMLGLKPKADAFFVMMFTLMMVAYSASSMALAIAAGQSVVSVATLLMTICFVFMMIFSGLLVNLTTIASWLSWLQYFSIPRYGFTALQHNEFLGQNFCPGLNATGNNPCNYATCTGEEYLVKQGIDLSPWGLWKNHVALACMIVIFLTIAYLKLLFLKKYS
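Measure – % inhibition of efflux relative to nicardipine and DMSO · Test system – ABCG2 IgMXP3 and barcoded ABCB1 CCRF-Adr cell mix · Control set – nicardipine as high control, DMSO as low control · Compound – one concentration, 6.6 µM final · Signal – flow cytometry of retained JC-1 fluorescence · Timing – 10 min exposure at 25 °C with rotation, no wash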
Bim-Mcl-1: inhibitors of Bim-Mcl-1 interaction, human. 190,000 compounds, 0.1% hits. AID 1009. Bead-based flow cytometry, Bim peptide-Mcl-1 binding. inhibition, % at 10 µM; in the data active means inhibition above about 40%;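 further: 0% = no compound tracer wells and 100% = peptide blocker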
RGS4-Gao reg: modulates binding of RGS4 to human Galphao | Multiplexed bead flow cytometry; actives lie on both sides | AID 1415 | 220,000 compounds, 0.33% hits | binding response (% of control), % at 10 µM | P09471; in the data active means binding response below about 49% or above about 150%; inactive means in between;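 further: fluorescent Galphao activated with aluminum fluoride binding bead-coupled RGS4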
An asterisk follows results filed as active; ? = inconclusive; · = no result given.

SMILES	GSH bead fluor	Mcl1 Bid PPI	ABCB1 inh	RGS7-Gao reg	Avidin fluor	Pf gamet viab	Mcl1-Noxa inh	RGS8-Gao	ABCG2 inh	Bim-Mcl-1	RGS4-Gao reg
CC(=O)NCCc1ccc(S(=O)(=O)N(C)C2CCS(=O)(=O)C2)cc1 (stereo not given)	29	-8.7	0.8	114.9	6	11.3	-12.3	105.3	2.5	0.0	112.9
CCOC(=O)c1c(NC(=O)CSc2nnc(CNc3ccc(F)cc3)o2)sc(C(C)=O)c1C	10	-11.9	3.3	97.7	7	4.3	25.4	100.5	14.5	-1.0	98.7
N#Cc1c(N2CCN(C(=O)c3ccccc3Cl)CC2)nc(-c2ccccc2)c2c1CCCC2	13	-7.1	0.8	101.6	36	7.3	-27.6	102.9	3.5	-1.0	99.2
COC(=O)c1ccc(-n2nnnc2SCC(=O)Nc2ccccc2C(=O)OC)cc1	40	0.0	1.6	99.3	7	4.7	2.8	100.7	5.8	-1.0	97.2
O=C(O)/C=C/c1cn(Cc2ccccc2Cl)nc1-c1ccccc1	·	-3.8	·	?	5	4.3	10.7	103.7	·	·	103.7
CCCc1cc(C(=O)Nc2cc(C)on2)no1	19	-6.7	-2.3	96.6	9	·	10.3	100.9	-2.1	3.0	100.9
CC1(NC(=O)COc2ccccc2-c2ccccc2)CCS(=O)(=O)C1 (stereo not given)	9	-5.3	0.6	99.0	12	-30.1	-12.0	98.0	1.7	0.0	99.1
O=c1c2ccccc2nnn1CSc1nnc(-c2cccs2)n1Cc1ccccc1	23	-28.9	2.0	105.9	18	·	-12.6	103.7	5.3	-2.0	104.5
COC(=O)CC(=O)CSc1nc(C)cc(C)c1C#N	12	-43.5	-8.2	97.2	10	·	12.7	98.7	-3.6	-1.0	99.0
COC(=O)c1ccsc1NC(=O)CN1CCN(c2ccc(F)cc2)CC1	13	-49.3	3.2	95.8	8	-8.9	16.9	98.2	21.8	-3.0	94.9
O=C(C[n+]1ccn(CCCNP2(=O)C=C(c3ccccc3)OC(c3ccccc3)=C2)c1)c1cccs1	18	1.0	0.0	100.2	7	-29.3	13.4	101.0	1.3	-1.0	99.1
COc1ccc(OCC(O)CNC(=O)c2ccc(Br)cc2)cc1 (stereo not given)	17	2.1	0.0	104.4	9	-10.8	-19.7	105.4	1.9	-2.0	106.1
Oc1cccnc1CCc1ccccc1	52	5.7	0.1	100.4	9	21.0	36.6	103.8	0.4	-6.0	102.8
CCc1nc(SCc2cccnc2)c(C#N)cc1C	28	-14.2	1.3	101.2	14	12.6	-2.5	99.7	5.5	0.0	100.4
O=C(O)CN=C1NC2(CCCCC2)Cc2ccccc21	16	-2.7	0.5	101.9	7	·	-6.0	105.9	-5.7	1.0	103.5
CCN1CCN(c2nc(C)nc3c2sc(=S)n3C)CC1	16	3.6	-2.1	115.7	6	·	25.2	85.1	-0.4	-6.0	95.2
CCc1nc(SCC(=O)c2c[nH]c3ccccc23)n[nH]1	8	-1.7	-0.2	108.0	10	·	-6.3	106.0	0.4	-5.0	108.6
O=C(COC(=O)c1ccncc1)c1ccc(Br)cc1	11	-20.8	0.3	94.9	10	-1.2	-7.1	97.0	4.1	-4.0	99.0
COc1ccc(CCN2C(=O)CS/C2=N/NC(=O)c2ccccc2F)cc1OC	19	2.8	-1.0	101.2	4	22.1	9.8	101.8	-1.6	-4.0	101.4
CCNc1cc2n(c(=O)n1)CCc1cc(OC)c(OC)cc1-2	15	-3.3	0.3	99.2	27	·	-27.1	106.0	0.8	10.0	101.5
Clc1ccccc1-c1nnc(-c2cccs2)o1	14	-9.7	-2.5	102.7	9	9.4	2.2	99.6	39.4	-4.0	101.1
CC1Cc2ccccc2N1c1ncnc2c1nnn2Cc1ccccc1Cl (stereo not given)	15	6.9	0.2	100.3	7	-5.3	-17.2	100.1	-0.5	-3.0	102.9
CCCc1cc(N2CCCC(C(=O)NCc3ccc4c(c3)OCO4)C2)n2ncnc2n1 (stereo not given)	48	-17.9	1.3	·	·	·	10.2	107.5	15.4	-3.0	·
CCc1cc2c(=O)n(-c3ccc(C)cc3)cnc2s1	21	-0.2	1.1	100.9	19	·	-4.1	102.9	3.0	0.0	101.9
COC(=O)c1cnc(N2CCCN(S(=O)(=O)c3ccc(C(F)(F)F)cc3)CC2)nc1C(F)(F)F	·	-17.3	·	?	6	11.9	-2.5	99.1	·	·	98.5
COc1ccccc1CC(=O)Nc1ccccc1C(=O)O	24	21.3	-0.1	102.4	29	·	2.5	101.4	-0.3	1.0	102.4
CC(/C=C/c1ccc2c(c1)OCO2)=N/NC(=O)COc1ccc(C)cc1	11	-2.3	0.3	102.4	11	1.7	2.3	102.4	1.6	-3.0	105.4
COc1cccc(Cn2cnc3c(N)c(C)c(C)cc32)c1	70	-28.8	1.5	98.0	8	12.5	-6.5	97.6	7.5	-2.0	97.8
CN1C[C@@H]2C(c3ccccc3)C3(c4ccccc4)CC2(C3)[C@H]1c1ccccc1 (stereo not given in full)	·	-61.6	·	?	9	-5.2	-10.5	104.7	·	·	109.6
CCOC(=O)c1sc(NC(=O)c2cccs2)cc1C	52	-2.1	0.2	98.0	9	·	15.6	96.9	11.0	0.0	97.8
COc1ccc(C2NC(C(=O)O)Cc3c2[nH]c2ccccc32)cc1OC (stereo not given)	12	-25.6	0.0	98.3	8	5.3	2.5	100.8	1.9	-2.0	100.9
COc1ccccc1OCC(=O)Nc1sc2c(c1C(=O)NCC1CCCO1)CCC2 (stereo not given)	28	-0.2	2.9	99.2	21	·	14.0	97.4	9.8	-1.0	97.4
CCOc1ccccc1NC(=S)/C(=C(\[O-])c1ccc2c(c1)OCCO2)[n+]1ccc(CC)cc1	67	-59.3	0.6	101.0	7	0.3	-5.7	103.2	1.9	-3.0	104.3
CCCCNCCCCOc1ccccc1	28	-8.3	0.8	102.6	11	·	7.4	100.2	3.0	-2.0	97.2
COc1cc2c(cc1NC(=O)CSc1nnc(Cc3cccs3)n1Cc1ccco1)oc1ccccc12	13	3.9	1.6	99.4	14	·	20.3	99.0	6.1	-3.0	98.6
CCCN1CCC(=NNc2ccc(C(=O)O)cc2)CC1	17	-8.5	0.1	?	11	16.8	16.1	100.9	-2.6	-1.0	98.9
O=C(c1cc2c(ccc3ccccc32)oc1=O)N1CCCC1	30	-5.8	0.5	102.1	12	·	-10.5	105.5	6.7	-3.0	102.9
N#Cc1ccc(OCC(=O)n2cc(C(=O)c3cc(Cl)cc(Cl)c3O)cn2)cc1	·	-34.2	·	?	11	·	-2.3	98.1	·	·	99.3
Cc1ccc2[nH]c(C(F)(F)F)cc(=O)c2c1	·	0.8	·	?	9	6.2	-4.1	105.0	·	·	108.8
O=C(CCC(=O)N/N=C/c1ccc(Br)s1)NCc1ccccc1	8	-1.1	2.4	101.2	1	-21.1	-4.9	99.8	18.1	-4.0	98.3
Cc1nc2cc3ccccc3cc2n1C	20	3.3	0.5	102.7	14	·	15.8	102.7	49.7	-4.0	101.2
COc1ccc(NC(=O)Nc2cccs2)cc1OC	33	-24.9	-1.0	95.9	8	-20.6	23.9	99.3	36.6	-4.0	97.7
COc1cccc(Nc2nnc(SCn3nnc4ccccc4c3=O)s2)c1	14	1.2	0.7	96.4	8	·	42.4	99.7	4.4	0.0	95.3
CC(C)Cc1nnc(NC(=O)c2cc(-c3ccncc3)nc3ccccc23)s1	·	-15.0	·	?	6	-9.6	4.2	96.9	·	·	92.2
CC(CCc1ccccc1)NC(=O)C(=O)N1CCOCC1 (stereo not given)	13	-13.7	0.8	100.7	12	-13.6	15.6	102.3	4.6	0.0	100.6
Nc1nnc(SCC(=O)Nc2cc(C(F)(F)F)ccc2N2CCOCC2)s1	19	-10.0	0.3	96.4	38	-0.2	17.4	95.4	0.9	-1.0	98.0
CC1CCN(C(=O)c2ccc(S(=O)(=O)Cc3cc(F)ccc3F)c([N+](=O)[O-])c2)CC1	9	-29.2	·	98.8	11	11.9	-9.9	99.7	8.0	-8.0	99.1
CCOC(=O)C1(Cc2cccc(OC)c2)CCN(C2CCOCC2)CC1	12	5.0	0.2	108.6	11	-2.8	0.1	111.2	0.4	0.0	106.8
CCC(=O)N1CCc2cc(S(=O)(=O)NC(C(=O)NC(C)c3ccccc3)C(C)C)ccc21 (stereo not given)	38	-3.0	0.3	99.4	15	-7.5	-10.3	103.6	-0.4	-4.0	99.2
Cn1c(=O)n(CC(=O)N2CCN(c3nnc(-c4ccccc4)c4ccccc34)CC2)c2ccccc21	28	-2.1	0.8	98.9	7	8.5	14.3	101.7	3.5	-3.0	101.2
CC(C)OC(=O)c1cccnc1N1CCN(c2ccc(F)cc2)CC1	38	2.6	1.2	100.6	12	-15.8	2.0	103.5	11.0	-4.0	99.5
COc1ccc(/C=C(\C#N)c2n[nH]c(Cn3cncn3)n2)cc1	15	7.8	1.9	?	12	5.7	-20.4	102.0	24.1	4.0	100.9
COc1ccccc1-n1nnnc1SCc1ccccc1	41	-13.7	-0.1	94.7	6	7.0	6.9	99.0	2.1	-1.0	94.6
CC1=CC2=NC(=O)/C(=C\c3ccc(-c4cccc(Cl)c4)o3)C(=N)N2O1	4	21.3	-1.5	98.5	16	-2.6	-22.8	108.0	-16.4	25.0	102.2
O=C(Nc1ccc(S(=O)(=O)Nc2ncccn2)cc1)c1ccc(F)c(S(=O)(=O)N2CCOCC2)c1	·	-29.0	·	?	9	-14.9	12.2	100.9	·	·	106.8

Profiles, looked up by structure:
Record of Cc1nc2cc3ccccc3cc2n1C = GSH bead fluor: 20; Mcl1 Bid PPI: 3.3; ABCB1 inh: 0.5; RGS7-Gao reg: 102.7; Avidin fluor: 14; Pf gamet viab: ·; Mcl1-Noxa inh: 15.8; RGS8-Gao: 102.7; ABCG2 inh: 49.7; Bim-Mcl-1: -4.0; RGS4-Gao reg: 101.2
Record of CC(C)Cc1nnc(NC(=O)c2cc(-c3ccncc3)nc3ccccc23)s1 = GSH bead fluor: ·; Mcl1 Bid PPI: -15.0; ABCB1 inh: ·; RGS7-Gao reg: ?; Avidin fluor: 6; Pf gamet viab: -9.6; Mcl1-Noxa inh: 4.2; RGS8-Gao: 96.9; ABCG2 inh: ·; Bim-Mcl-1: ·; RGS4-Gao reg: 92.2
Record of CCOC(=O)C1(Cc2cccc(OC)c2)CCN(C2CCOCC2)CC1 = GSH bead fluor: 12; Mcl1 Bid PPI: 5.0; ABCB1 inh: 0.2; RGS7-Gao reg: 108.6; Avidin fluor: 11; Pf gamet viab: -2.8; Mcl1-Noxa inh: 0.1; RGS8-Gao: 111.2; ABCG2 inh: 0.4; Bim-Mcl-1: 0.0; RGS4-Gao reg: 106.8
